# CDK5 inh = inhibitors of human CDK5/p35 kinase, primary screen, biochemical, single concentration; AID 488839, 2010; 330,000 tested, 0.01% active; Cyclin-dependent kinase 5 (Homo sapiens) + Cyclin-dependent kinase 5 activator 1 (Homo …; Recombinant CDK5/p35, ADP-Glo luminescence, 60 min; inhibition, % at 10 µM;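 active = highest replicate inhibition of at least 50% and at least 75% of replicates reaching 50%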;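 note: plate controls were DMSO neutral control for no effect and GW8510 at 10 µM for full effect; many of its hits are not listed in these tables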
# SR-BI uptake up = activators of SR-BI mediated DiI-HDL uptake, primary screen, ldlA[mSR-BI] CHO cells, DiI fluorescence. 3 h; 100 = double the neutral-control signal. activation, % at 12.5 µM. 320,000 tested, 0.096% active;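 active = mean replicate activation of at least 60% and every replicate at or above 60%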;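 note: 0% = median plate neutral-control signal and 100% = twice that signal; values of inactives mirror those of a sister screen read the other way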
#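 Assay system: CHO ldlA[mSR-BI] cells, LDL receptor-null, SR-BI overexpressing; medium: Ham's F12 with 0.5% BSA, HEPES 25 mM, pH 7.4; also added: DiI-HDL 10 µg/mL; timing: 3 h uptake period with compound, 37 °C; signal: DiI fluorescence, bottom read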
# DSG3 Ab inh = inhibitors of pemphigus antibody binding to DSG3, primary screen, biochemical, bead-based, flow cytometry, scFv-GFP; DSG3-coupled beads, scFv-anti-DSG3-GFP binding; stronger effect = lower value; binding (percent of control), % at 10 µM; 310,000 tested, 0.48% active; AID 588358, 2011;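 active = binding more than 3 SD below its plate's average and above zero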;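 note: hits lower antibody fragment binding to DSG3; some compounds called inactive have numbers as strong as hits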
# Target sequence (P32926 whole entry, looked up, the tested form may be a part): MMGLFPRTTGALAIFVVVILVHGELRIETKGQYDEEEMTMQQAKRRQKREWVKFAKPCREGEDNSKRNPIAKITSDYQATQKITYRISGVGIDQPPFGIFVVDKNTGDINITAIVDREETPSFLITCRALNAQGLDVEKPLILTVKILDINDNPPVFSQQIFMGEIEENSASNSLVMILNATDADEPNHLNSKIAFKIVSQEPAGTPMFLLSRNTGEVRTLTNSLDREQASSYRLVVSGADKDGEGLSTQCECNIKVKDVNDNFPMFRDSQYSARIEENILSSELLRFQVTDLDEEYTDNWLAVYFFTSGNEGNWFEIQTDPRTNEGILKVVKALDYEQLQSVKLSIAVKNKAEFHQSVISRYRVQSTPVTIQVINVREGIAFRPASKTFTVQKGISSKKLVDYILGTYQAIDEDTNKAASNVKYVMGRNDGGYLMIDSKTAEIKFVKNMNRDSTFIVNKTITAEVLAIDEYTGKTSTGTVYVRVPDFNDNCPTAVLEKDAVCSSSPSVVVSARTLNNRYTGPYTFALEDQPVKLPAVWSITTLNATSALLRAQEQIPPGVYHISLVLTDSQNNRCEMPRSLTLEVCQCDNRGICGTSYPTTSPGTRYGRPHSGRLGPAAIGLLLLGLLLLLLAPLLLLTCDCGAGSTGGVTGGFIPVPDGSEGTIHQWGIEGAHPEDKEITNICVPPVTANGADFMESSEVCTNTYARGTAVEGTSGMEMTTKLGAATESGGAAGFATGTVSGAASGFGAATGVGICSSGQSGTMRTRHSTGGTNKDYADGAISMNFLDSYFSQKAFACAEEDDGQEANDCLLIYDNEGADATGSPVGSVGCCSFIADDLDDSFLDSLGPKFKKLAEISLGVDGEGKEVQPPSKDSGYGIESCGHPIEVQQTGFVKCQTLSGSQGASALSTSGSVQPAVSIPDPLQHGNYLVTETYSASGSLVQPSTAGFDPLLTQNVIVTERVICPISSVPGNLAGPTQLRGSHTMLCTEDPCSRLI
# MITF act = activators of MITF-driven TRPM1 promoter reporter, primary screen, cell-based, SK-MEL-5, luciferase, single point. AID 588334, 2011. activation, % at 12.5 µM. 300,000 tested, 0.75% active. SK-MEL-5 TRPM1-promoter luciferase, 24 h; % of positive control, neutral wells = 0;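 active = mean activation of at least 80% with every replicate also reaching 80%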;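 note: 0% = neutral control wells and 100% = parthenolide positive control wells; values of inactives mirror those of a sister screen read the other way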
# Arrestin-AP2 inh = inhibitors of beta-arrestin/AP2 binding, primary screen, biochemical, GPCR trafficking, flow cytometry; beta-arrestin 1 C-terminal peptide binding to AP2 beta2-adaptin appendage (human); 340,000 tested, 0.31% active; FITC-arrestin peptide / GST-AP2 beads; AP2 beta2 appendage carries R879A mutation; inhibition, % at 10 µM;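 active = inhibition above a set limit, near 3 SD of compounds lacking own fluorescence, cut at about 54% in these data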;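 note: plate controls were DMSO wells for no effect and 5 µM unlabelled arrestin peptide for full effect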
#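 Measured by: flow cytometry, FL1 (488/535 nm); Material: AP2 appendage R879A on GSH beads; Evaluation: percent response; Timing: pre-incubation 12 min, peptide binding 1 h, room temperature; Also added: 50 nM FITC-arrestin peptide; Medium: PBS with 0.05% Tween 20 and 0.1% BSA.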
# SR-BI HDL uptake = inhibitors of SR-BI mediated HDL lipid uptake, primary screen, ldlA[mSR-BI] cells, fluorescence, single point; inhibition, % at 12.5 µM; 320,000 tested, 0.96% active; Scavenger receptor class B member 1 (Mus musculus), Q61009; ldlA[mSR-BI] CHO cells, DiI-HDL uptake fluorescence, 3 h; AID 488896, 2010;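 active = mean replicate inhibition of at least 70% and a set share of replicates each scoring 70 or more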;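 note: 0% = median of neutral control wells and 100% = median of positive control wells; values of inactives mirror those of a sister screen read the other way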
# Mot1-301 SUMO = yeast Mot1-301 growth rescue at high temperature, primary screen, SUMOylation pathway inhibitor project, S. cerevisiae, ATP luminescence, 38.5C | growth rescue, % at 18.8 µM | 320,000 tested, 1% active | S. cerevisiae Mot1-301 growth rescue; percent above DMSO median, 100 means doubled;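 active = every valid replicate shows activation above 250% relative to neutral control wells; inactive = the rest, any valid replicate at or below 250%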;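 note: OY570 slx delta 5 strain wells were the positive control but not used for scaling; some compounds called inactive have numbers as strong as hits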
# PKA-R1A act = activators of PKA-R1A holoenzyme, primary screen, biochemical, fluorescence polarization, Cy5-IP20, bovine R1A, mouse PKAc. cAMP-dependent protein kinase type I-alpha regulatory subunit (Bos taurus) + …. PKA-R1A dissociation; scaled: DMSO 0%, 113 µM cGMP 100%. activation, % at 11.4 µM. 340,000 tested, 0.083% active;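 active = percent activation above the mean of all tested compounds plus 3 SD, cut at about 19% in these data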;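 note: higher means more PKAc released from R1A so a rise in polarization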
# dFosB activator = activators of delta FosB homodimer, primary screen, biochemical, fluorescence polarization, TAMRA-CDK5 oligo, single point | Protein FosB (Mus musculus), P13346 | purified delta FosB; percent of positive-control signal above neutral wells | activation, % at 25 µM | 340,000 tested, 0.99% active;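 active = mean activation above about 17%, with every replicate also reaching it, limit read from the data, passing the limit was not always enough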;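 note: fluorescence polarization rise as delta FosB binds a TAMRA Cdk5 AP-1 oligo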
# PKA-R2B act = activators of PKA-R2B holoenzyme, primary screen, biochemical, fluorescence polarization, Cy5-IP20, human | cAMP-dependent protein kinase catalytic subunit beta (Homo sapiens) + cAMP-dependent … | PKA-R2B holoenzyme dissociation; R2B truncated from residue 108, S112A mutant; 0% DMSO only, 100% 113 µM cGMP | activation, % at 11.4 µM | 340,000 tested, 0.079% active | AID 504700, 2011;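 active = activation above a cutoff set at the mean over all compounds plus 3 SD, cut at about 18% in these data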;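 note: higher means more holoenzyme dissociation and a rise in polarization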
# NSD2 inh = NSD2 histone methyltransferase inhibitors, primary screen, biochemical, AlphaScreen, single concentration, set 2; 310,000 tested, 0.54% active; NSD2 peptide methylation, 120 min; AID 743445, 2014; inhibition, % at 12.5 µM; Histone-lysine N-methyltransferase NSD2 (Homo sapiens), O96028; in the data active = inhibition above about 50%
# Starred values were filed as active, the others as inactive; nt = not tested or not shown; + = active, no number. This is a random part of the collection; overall some 4.7% were active at least once.
no. | Mot1-301 SUMO | PKA-R1A act | NSD2 inh | DSG3 Ab inh | dFosB activator | SR-BI uptake up | Arrestin-AP2 inh | PKA-R2B act | MITF act | CDK5 inh | SR-BI HDL uptake | structure
1 | 114 | 11 | 2 | 104 | 6 | 8 | -2 | -7 | nt | -1.6 | -8 | Cc1cc(S(=O)(=O)N2CCC(NC(=O)C34CC5CC(CC(C5)C3)C4)CC2)ccc1-n1cnnn1
2 | 253 | 10 | -2 | 106 | -55 | -15 | 3 | 1 | 13 | -1.7 | 15 | Cc1ccc2[nH]c(=O)c3cc(C(=O)NCC4CCCO4)sc3c2c1 (stereo not drawn)
3 | 29 | -11 | 4 | 101 | 0 | 3 | 2 | 2 | -6 | -3.2 | -3 | Nc1ccccc1-c1nnc2n1CCCCC2
4 | 107 | 0 | 0 | 104 | -4 | 2 | -1 | 0 | 1 | 0.6 | -2 | CSc1nc2ccc(S(=O)(=O)N(C)C)cc2s1
5 | -20 | -2 | -4 | 94 | 1 | 6 | 17 | 5 | 2 | 0.8 | -6 | CCNS(=O)(=O)c1ccc(CCC(=O)N2CCOCC2)cc1
6 | -6 | 6 | -4 | 102 | 9 | 13 | 14 | 8 | 17 | 1.0 | -13 | Cc1ccnc(NC(=O)CNC(=O)c2ccc3c(c2)OCO3)c1
7 | -16 | 4 | nt | 102 | -7 | 23 | 10 | 8 | -8 | 0.8 | -23 | CCN(c1ccccc1)S(=O)(=O)c1ccc(C(=O)Oc2ccc(C(C)=O)cc2)cc1
8 | 14 | -16 | 4 | 117 | -6 | 33 | 35 | -6 | 13 | 0.2 | -33 | Cc1ccccc1-c1nc(P(=O)(c2ccccc2)c2ccccc2)c(N2CCOCC2)o1
9 | + | -6 | -1 | 99 | 1 | 19 | -2 | -12 | 2 | 2.0 | -19 | O=C(Nc1cc(F)ccc1F)C1CCCO1 (stereo not drawn)
10 | -2 | -2 | -5 | 102 | -5 | 4 | 18 | -2 | -3 | 0.0 | -4 | CCc1cc(C(=O)NNC(=O)CCN2CCN(c3ccccc3)CC2)sc1C
11 | -11 | -7 | -4 | 95 | -1 | 20 | 12 | -9 | 7 | 0.9 | -20 | COC(=O)CCCC(=O)N1CCCC(C(=O)c2ccc(OC)cc2C)C1 (stereo not drawn)
12 | 8 | -6 | -2 | 112 | 5 | 30 | -3 | -16 | -10 | -1.3 | -30 | CCc1ccccc1NC(=O)COc1cccc2ccc(C)nc12
13 | 2 | 6 | nt | 104 | 2 | -4 | -1 | -8 | -3 | 0.4 | 4 | O=C(O)CC1Oc2ccc(Cl)cc2NC1=O (stereo not drawn)
14 | 26 | -6 | nt | 95 | -30 | -20 | 8 | -7 | 56 | 0.1 | 20 | Cc1cccc(-c2nnc(-c3cccc(NC(=O)Cc4cccs4)c3)o2)c1
15 | 7 | -10 | 0 | 99 | 6 | 31 | -24 | -3 | 2 | 1.0 | -31 | Cc1ccc(Nc2cc(=O)[nH]c(=O)[nH]2)cc1Cl
16 | -15 | -1 | 0 | 105 | -5 | -21 | -10 | -4 | -17 | -1.1 | 21 | O=C(Nc1cccc(S(=O)(=O)N2CCCCCC2)c1)C1CC(=O)N(c2ccc3c(c2)OCCO3)C1 (stereo not drawn)
17 | -1 | -1 | 2 | 105 | -20 | -15 | -6 | -1 | -9 | -1.2 | 15 | CC(=O)NC(CC(=O)N(C)Cc1cccc(Cl)c1Cl)c1ccccc1 (stereo not drawn)
18 | -16 | 0 | 1 | nt | -15 | -5 | 8 | 2 | 0 | -0.1 | 5 | CCOc1ccccc1C(=O)Nc1nnc(COC)s1
19 | 12 | 11 | 0 | 108 | -1 | 30 | 18 | 5 | -5 | 0.7 | -30 | CCOc1cc(C(=O)NCCOC)ccc1OC
20 | -13 | -8 | -1 | 85 | 1 | 0 | -4 | 2 | 3 | -0.6 | 0 | CCOC(=O)N1CCN(C(=O)C(C)n2nc(C)n3c(cc4sccc43)c2=O)CC1 (stereo not drawn)
21 | -14 | -2 | 0 | nt | -5 | -2 | 10 | -2 | -2 | 0.7 | 2 | CCOC(=O)C(NC(C)=O)(Nc1ccc(F)cc1)C(F)(F)F (stereo not drawn)
22 | 181 | 1 | 11 | nt | -8 | 13 | 0 | 0 | 6 | 0.0 | -13 | CC1CCCCN1CCNC(=O)C1CCN(S(=O)(=O)c2cccc3nsnc23)CC1 (stereo not drawn)

# Molecules shown so far that have a Cl atom:
no. | Mot1-301 SUMO | PKA-R1A act | NSD2 inh | DSG3 Ab inh | dFosB activator | SR-BI uptake up | Arrestin-AP2 inh | PKA-R2B act | MITF act | CDK5 inh | SR-BI HDL uptake | structure
13 | 2 | 6 | nt | 104 | 2 | -4 | -1 | -8 | -3 | 0.4 | 4 | O=C(O)CC1Oc2ccc(Cl)cc2NC1=O (stereo not drawn)
15 | 7 | -10 | 0 | 99 | 6 | 31 | -24 | -3 | 2 | 1.0 | -31 | Cc1ccc(Nc2cc(=O)[nH]c(=O)[nH]2)cc1Cl
17 | -1 | -1 | 2 | 105 | -20 | -15 | -6 | -1 | -9 | -1.2 | 15 | CC(=O)NC(CC(=O)N(C)Cc1cccc(Cl)c1Cl)c1ccccc1 (stereo not drawn)

# Three of the entries above in order of their number in NSD2 inh, descending.
no. | Mot1-301 SUMO | PKA-R1A act | NSD2 inh | DSG3 Ab inh | dFosB activator | SR-BI uptake up | Arrestin-AP2 inh | PKA-R2B act | MITF act | CDK5 inh | SR-BI HDL uptake | structure
22 | 181 | 1 | 11 | nt | -8 | 13 | 0 | 0 | 6 | 0.0 | -13 | CC1CCCCN1CCNC(=O)C1CCN(S(=O)(=O)c2cccc3nsnc23)CC1 (stereo not drawn)
8 | 14 | -16 | 4 | 117 | -6 | 33 | 35 | -6 | 13 | 0.2 | -33 | Cc1ccccc1-c1nc(P(=O)(c2ccccc2)c2ccccc2)c(N2CCOCC2)o1
19 | 12 | 11 | 0 | 108 | -1 | 30 | 18 | 5 | -5 | 0.7 | -30 | CCOc1cc(C(=O)NCCOC)ccc1OC

# Laid out differently: entries from further up.
[17] CC(=O)NC(CC(=O)N(C)Cc1cccc(Cl)c1Cl)c1ccccc1 (stereo not drawn)
[18] CCOc1ccccc1C(=O)Nc1nnc(COC)s1
entry no. | 17 | 18
Mot1-301 SUMO | -1 | -16
PKA-R1A act | -1 | 0
NSD2 inh | 2 | 1
DSG3 Ab inh | 105 | nt
dFosB activator | -20 | -15
SR-BI uptake up | -15 | -5
Arrestin-AP2 inh | -6 | 8
PKA-R2B act | -1 | 2
MITF act | -9 | 0
CDK5 inh | -1.2 | -0.1
SR-BI HDL uptake | 15 | 5

# Printed as active in Mot1-301 SUMO, of those listed so far:
no. | Mot1-301 SUMO | PKA-R1A act | NSD2 inh | DSG3 Ab inh | dFosB activator | SR-BI uptake up | Arrestin-AP2 inh | PKA-R2B act | MITF act | CDK5 inh | SR-BI HDL uptake | structure
9 | + | -6 | -1 | 99 | 1 | 19 | -2 | -12 | 2 | 2.0 | -19 | O=C(Nc1cc(F)ccc1F)C1CCCO1 (stereo not drawn)
